Arr AP2 block = blocks beta-arrestin peptide binding to AP2 adaptin. FITC-arrestin peptide / GST-AP2 beads, flow cytometry; AP2 beta2 appendage carries R879A mutation. inhibition, % at 10 µM. actives 0.31% (n = 340,000). AID 504490;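 active = inhibition above a set limit, near 3 SD of compounds lacking own fluorescence, cut at about 54% in these data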;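 note: plate controls were DMSO wells for no effect and 5 µM unlabelled arrestin peptide for full effect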
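Material – GST-tagged AP2 beta2-adaptin appendage (R879A) on 4 µm glutathione beads · Probe or stimulus – fluorescein-tagged arrestin peptide at 50 nM final · Timing – 12 min plus 1 h, RT · Detection – bead flow cytometry, FITC channel · Read-out basis – inhibition as reduced fluorescein signal on beads, percent · Medium – PBS plus Tween 20 (0.05%) and BSA (0.1%)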
RTF Ca sens act = cardiac RTF calcium sensitization. IANBD-labeled TnC RTF fluorescence at EC20 calcium; 0% EC20 calcium, 100% full calcium. AID 493008. actives 0.24% (n = 340,000). activation, % at 7.2 µM;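 active = activation above the mean over all tested compounds plus 3 SD, cut at about 30% in these data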;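 note: rise in fluorescence read as greater calcium sensitivity of cardiac thin filaments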
LANA DNA inh = inhibitors of KSHV LANA C-terminal domain DNA binding; MBP-C-LANA/FAM-LBS DNA binding, fluorescence polarization; inhibition, % at 9 µM; actives 0.078% (n = 340,000); AID 504423;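 active = highest replicate inhibition at or above 60% at 9 µM, even if other replicates fall short; inactive = all replicates below 60% inhibition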;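 note: 0% = neutral control wells and 100% = 4 µM acridine orange control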
RTF Ca sens inh = cardiac RTF calcium desensitization; IANBD-labeled cardiac RTF, Ca2+ fluorescence; actives 0.12% (n = 340,000); inhibition, % at 7.15 µM; AID 493244;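 active = inhibition above the mean inhibition of all tested compounds plus 3 SD, cut at about 17% in these data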;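 note: assay run at fixed EC70 calcium of 1.6 mM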
V-ATPase pHluor = yeast V-ATPase proton transport regulation by pHLuorin; S. cerevisiae, pHLuorin cytosolic pH fluorescence; response, % at 10 µM; actives 0.37% (n = 350,000); in the data active = response mostly above about 7.3%, no sharp cut-off; inactive = mostly below about 5.4%; note: actives read high; inactives centre near 0; some compounds called inactive have numbers as strong as hits; reference of the scale not given here
Keap1 Nrf2 FP = disrupts human Keap1 binding to Nrf2 peptide. AID 504523. Q14145. actives 0.15% (n = 340,000). Keap1 Kelch-Nrf2 peptide fluorescence polarization, 1536-well. inhibition, % at 9.4 µM; in the data active = inhibition above about 12%; inconclusive = no clear call, values can overlap the other calls; inactive = below about 7.3%;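 note: human Keap1 Kelch domain with fluorescein labeled Nrf2 9mer peptide probe; 0% = neutral control wells and 100% = peptide positive control; higher means more block of Keap1 binding to Nrf2 peptide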
MOR-DOR inv ag = inverse agonists of human mu-delta opioid receptor heterodimerization; P35372+P41143; cell-based MOR-DOR heterodimer luminescence, inverse agonism; inhibition, % at 9.3 µM; actives 0.21% (n = 340,000); in the data active = inhibition above about 22%, passing the limit was not always enough;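 note: 0% = cells with DMSO and 100% = wells without cells with DMSO; values of inactives mirror those of a sister screen read the other way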
Wnt bcat act = Wnt/beta-catenin pathway activation; activation, % at 9.35 µM; Wnt/beta-catenin reporter cell assay, activator, plate reader; AID 743398; actives 1.2% (n = 300,000); in the data active = activation above about 30%, passing the limit was not always enough; inconclusive = no clear call, values can overlap the other calls;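 note: 0% = neutral control wells and 100% = positive control wells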
DSG3 Ab inh = human desmoglein-3 autoantibody binding inhibition | P32926 | actives 0.48% (n = 310,000) | binding (percent of control), % at 10 µM | DSG3-coupled beads, scFv-anti-DSG3-GFP binding, flow cytometry; active compounds read low;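 active = binding more than 3 SD below its plate's average and above zero; inconclusive = below that plate limit but binding exactly zero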;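 note: hits lower antibody fragment binding to DSG3; some compounds called inactive have numbers as strong as hits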
Target sequence (P32926 whole entry, looked up, the tested form may be a part): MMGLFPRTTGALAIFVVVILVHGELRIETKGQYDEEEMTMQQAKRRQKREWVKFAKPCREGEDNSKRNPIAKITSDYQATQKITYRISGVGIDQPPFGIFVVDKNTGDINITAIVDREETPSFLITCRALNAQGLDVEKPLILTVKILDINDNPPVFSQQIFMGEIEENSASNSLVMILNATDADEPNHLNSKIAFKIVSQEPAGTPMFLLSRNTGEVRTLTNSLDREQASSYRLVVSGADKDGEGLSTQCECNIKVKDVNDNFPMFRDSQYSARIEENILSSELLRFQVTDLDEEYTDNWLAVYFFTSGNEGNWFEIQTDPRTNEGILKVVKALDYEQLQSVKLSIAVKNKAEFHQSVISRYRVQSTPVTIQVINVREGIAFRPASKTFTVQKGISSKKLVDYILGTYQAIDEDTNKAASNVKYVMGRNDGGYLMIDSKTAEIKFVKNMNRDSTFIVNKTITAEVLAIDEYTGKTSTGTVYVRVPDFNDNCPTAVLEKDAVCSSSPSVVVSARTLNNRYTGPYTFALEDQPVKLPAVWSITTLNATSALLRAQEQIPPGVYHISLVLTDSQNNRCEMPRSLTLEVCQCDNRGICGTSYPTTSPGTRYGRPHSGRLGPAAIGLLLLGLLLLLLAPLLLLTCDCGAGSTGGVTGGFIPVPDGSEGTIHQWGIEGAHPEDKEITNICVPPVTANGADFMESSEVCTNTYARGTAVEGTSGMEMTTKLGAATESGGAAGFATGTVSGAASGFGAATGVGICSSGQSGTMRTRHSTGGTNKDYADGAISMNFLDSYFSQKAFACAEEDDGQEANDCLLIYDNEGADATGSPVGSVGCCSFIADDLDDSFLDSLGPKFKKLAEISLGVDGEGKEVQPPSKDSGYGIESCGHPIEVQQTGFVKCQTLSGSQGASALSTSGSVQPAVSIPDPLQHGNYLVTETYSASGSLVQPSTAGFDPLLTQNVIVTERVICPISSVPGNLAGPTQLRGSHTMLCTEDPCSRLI
OPRM1-OPRD1 ag = agonists of human mu-delta opioid receptor heterodimerization; P35372+P41143; activation, % at 9.3 µM; cells, OPRM1-OPRD1 heterodimerization, luminescence; actives 0.3% (n = 340,000); in the data active = activation above about 18%;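 note: 0% = vehicle-treated cells and 100% = reference agonist; values of inactives mirror those of a sister screen read the other way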
* hit, by the source's call; ? = inconclusive; nt = not tested or not shown; & = joins results of further samples.

nr | SMILES | Arr AP2 block | RTF Ca sens act | LANA DNA inh | RTF Ca sens inh | V-ATPase pHluor | Keap1 Nrf2 FP | MOR-DOR inv ag | Wnt bcat act | DSG3 Ab inh | OPRM1-OPRD1 ag
1 | Cc1[nH]c2ccccc2c1C(=O)C(=O)N1CCOCC1 | -7 | 2 | -0.6 | 3 | -3 | -4 | 9 | 0 | 102 | -1.7
2 | Cc1nc2ncnn2c(N2CCC(C(=O)NCC3CCCO3)CC2)c1Cc1ccccc1 (centres undefined) | 1 | 1 | 1.1 | -1 | 1 | 3 | 2 | 0 | 104 | -0.4
3 | COc1cc(S(=O)(=O)Nc2cccc(C)c2)ccc1NC(=O)c1ccncc1 | 2 | 0 | -1.3 | 14 | -2 | -2 | 10 | -6 | 100 | -2.0
4 | CCOc1ccc(OCCC(=O)OCC(=O)Nc2cc(OCC)c(N3CCOCC3)cc2OCC)cc1 | 22 | 2 | 1.7 | -5 | 9 | -2 | 1 | -2 | 108 | -0.1
5 | COc1ccc(Nc2nc(NCc3ccco3)nc(N3CCOCC3)n2)cc1 | 0 | 9 | -1.0 | -3 | -5 | 4 | 4 | 4 | 103 | -0.7
6 | COc1cccc(/C=C(/CC(=O)Nc2ccc(N3CCOCC3)cc2)c2nc3ccccc3s2)c1 | 14 | -11 | 0.4 | 3 | 12 | -1 | 12 | 1 | 106 | -2.3
7 | CC(=O)c1ccc(NC(=O)NC2CCCCCCC2)cc1 | 7 | 2 | -0.2 | 0 | 0 | 1 | -8 | ? | 118 | 1.4
8 | COc1ccc(Nc2c(-c3ccco3)nc3ccc(C)cn23)cc1 | 8 | -1 | -0.1 | -14 | -1 | 1 | -13 | 20 | 88 | 2.6
9 | O=C(NC1CCCCC1)C(c1cccnc1)N(C(=O)c1csnn1)c1ccc(F)cc1 (centres undefined) | 15 | -7 | -0.7 | 3 | -4 | 0 | 9 | -1 | 97 | -1.5
10 | O=C(Nc1ccc(NS(=O)(=O)c2ccccc2)cc1)c1ccc(Cl)cc1 | 9 | -5 | -1.2 | 1 | -3 | -4 | -30 | -1 | 97 | 5.6
11 | Cc1ccc(OCc2nnc(SCC(=O)NCc3ccco3)n2C)cc1 | 6 | 1 | -1.1 | -1 | -2 | -5 | 15 | 9 | 94 | -2.5
12 | Cc1cc(C(F)F)n2ncc(C(=O)NCc3ccc(F)cc3)c2n1 | 3 | 1 | 1.2 | -5 | 4 | 1 | 11 | -1 | 92 | -2.1
13 | O=C(Cc1ccccc1)NC(=S)Nc1ccc(N2CCCCC2)cc1 | 11 | 5 | 0.9 | 4 | 0 | -3 | -24 | 2 | 108 | 4.6
14 | Cc1cccc(N2CCN(C(=O)CCS(=O)(=O)c3ccc4c(c3)oc(=O)n4C)CC2)c1C | 10 | -2 | -0.7 | -4 | -6 | -3 | 10 | -1 | nt | -2.0
15 | Cc1ccc2c(c1)NC(=O)C(CC(=O)NCCCN1CCCCC1)O2 (centres undefined) | 4 | 1 | 1.9 | 3 | 1 | -3 | 10 | 1 | 111 | -2.0
16 | CC(=O)N/C(=N/c1nc(C)cc(C)n1)Nc1ccc(F)cc1F | 4 | -3 | -2.1 | -4 | 1 | -4 | 11 | -2 | 107 | -2.3
17 | COc1ccc(N2C(=O)CC(SCCc3nc4ccccc4[nH]3)C2=O)cc1 (centres undefined) | -5 | 1 | 2.2 | 7 | -1 | -4 | 7 | nt | 130 | -1.3
18 | CCCOCn1cc(F)c(=O)[nH]c1=O | -13 | 0 | 2.2 | 10 | 7 | 1 | 14 | nt | 113 | -2.6
19 | Cc1cc(=O)oc2cc(OCC(=O)N3CCOCC3)c(Cl)cc12 | -1 | -4 | 0.3 | 3 | -1 | 1 | 3 | 1 | 107 | -0.8
20 | O=[N+]([O-])c1ccc(N/N=C/c2cccs2)nc1 | 17 | 2 | 2.9 | -1 | 1 | -2 | 14 | 56* | 98 | -2.8
21 | Cc1ccc(C(=O)N/C(=C/c2cccc([N+](=O)[O-])c2)C(=O)NCC2CCCO2)cc1 (centres undefined) | 2 | -2 | -1.7 | -5 | 1 | -6 | 7 | 1 | 108 | -1.0
22 | O=C(NCCCN1CCOCC1)c1cc(-c2ccc(F)cc2)on1 | 12 | -3 | -1.4 | -14 | 6 | -3 | 2 | 3 | 102 | -0.4
23 | CC1CNCCN1S(=O)(=O)c1cccc2cnccc12 (centres undefined) | 7&15 | 7&-1 | -1.7&2.8 | 6&4 | 6&0 | -4&3 | 12&-1 | -4&-1&-3 | 130&101 | -2.1&0.2
24 | O=C(O)/C=C/C(=O)Nc1ccccc1C(=O)Nc1ccccc1 | 24 | -5 | 3.8 | 10 | 3 | -4 | -6 | 11 | nt | 0.9
25 | COc1ccc(NC(=O)C2CCN(S(=O)(=O)c3cccs3)CC2)cc1OC | 21 | -5 | -1.9 | -3 | -1 | -1 | 1 | -2 | nt | -0.2
26 | CC1(C)c2ccccc2C(=O)c2ccccc21 | 5 | -6 | 4.4 | -7 | 0 | 2 | -12 | -2 | 130 | 2.4
27 | CC(C)(C)NC(=O)NC12CC3CC(CC(C3)C1)C2 | 1 | -5 | -1.8 | -2 | 2 | 5 | 11 | -1 | 100 | -2.1
28 | Cc1cc(C)c(NC(=O)CSc2nccn2C)c(C)c1 | 6 | -4 | 0.3 | -7 | -6 | -5 | 9 | 3 | 118 | -1.7
29 | Cc1ccc(S(=O)(=O)CCC(=O)Nc2sccc2C(N)=O)cc1 | 13 | 8 | 1.3 | -2 | 1 | -4 | 14 | 0 | nt | -2.8
30 | CCOC(=O)C(C(C)=O)c1nc(C)nc2c1nnn2Cc1ccccc1Cl (centres undefined) | 11 | -3 | 1.7 | -4 | -6 | 5 | 3 | nt | 81 | -0.5
31 | Cc1ccccc1NC(=O)c1sc(NC(=O)COc2ccccc2)c(C#N)c1C | 0 | -1 | 1.7 | 18* | 2 | -3 | -2 | nt | 103 | 0.6
32 | Cc1cc(C)n(CC(=O)N2CCCC(N3CCN(c4ccc(F)cc4)CC3)C2)n1 (centres undefined) | -5 | -1 | -0.6 | 0 | -1 | -1 | 21 | 2 | 103 | -3.9
33 | CN(CC(=O)Nc1cccc(F)c1)C(=O)c1ccc(-c2cccc(C(F)(F)F)c2)o1 | -1 | 0 | 0.8 | -12 | 2 | -5 | -16 | 1 | 100 | 2.5
34 | CN(C)c1ccc(C(CC(=O)O)C(=O)O)cc1 (centres undefined) | 2 | -1 | 0.4 | 5 | 4 | 0 | -33 | nt | 92 | 4.7
35 | COC(=O)[C@@]12CCCCN1[C@H](c1ccc(-c3ccc(C(C)=O)cc3)c(OC)c1)[C@@H]1C(=O)N(C)C(=O)[C@@H]12 | -12 | 5 | -0.7 | -4 | -3 | -4 | 3 | 1 | 98 | -0.5
36 | CC1CCN(C(=O)CSc2nnc(CNc3ccc(F)cc3)n2Cc2ccco2)CC1 | -6 | 9 | 1.1 | 0 | 1 | -6 | 1 | nt | 107 | -0.2
37 | O=C(N/N=C/c1ccccn1)c1ccc(NC(=O)c2cccc([N+](=O)[O-])c2)cc1 | 42 | nt | -0.9 | nt | -1 | -2 | nt | -4 | 100 | nt
38 | CC(=O)Oc1ccc2ccc(=O)oc2c1 | -2 | 4 | 0.4 | 8 | 1 | -4 | 0 | -1 | 104 | 0.0
39 | Cc1cc(C)cc(OCCn2nnc3ccccc32)c1 | -6 | -1 | -1.0 | -8 | -5 | -4 | -5 | 4 | 96 | 1.0
40 | O=S(=O)(c1cnc(Cl)c(Br)c1)N1CCCCCC1 | 32 | 0 | 2.7 | 3 | 1 | -4 | -24 | 3 | 101 | 3.6
41 | Fc1ccccc1N1CCN(CC2CC3C=CC2C3)CC1 (centres undefined) | -11 | -5 | 1.7 | -13 | 2 | -4 | -8 | -1 | 79 | 1.4
42 | CCC(C)Nc1nc(-c2cccc(OC)c2O)nc2ccccc12 (centres undefined) | 2 | 1 | -0.3 | -11 | -2 | -5 | -28 | -7 | 98 | 5.1
43 | Cc1ccc(N2C(=O)N(CC(=O)Nc3ccc(C)cc3C)C(=O)C2C)cc1 (centres undefined) | 10 | 14 | 0.2 | -18 | 5 | -2 | -10 | 5 | 113 | 2.0
44 | CC(C)CCOc1cccc(OCC(=O)Nc2ccncc2)c1 | -6 | -3 | -0.7 | -8 | 2 | 1 | -12 | -1 | 102 | 2.2
45 | Cc1ccccc1-n1c(O)cc(=O)[nH]c1=S | -6 | -2 | 0.1 | 0 | 1 | 3 | 7 | 0 | 88 | -1.5
46 | COc1ccccc1C(O)P(=O)(OC(C)C)c1ccc(N(C)C)cc1 (centres undefined) | -2 | -2 | -1.0 | 1 | 2 | -6 | 12 | nt | 108 | -2.7
47 | N#CC(C#N)=NNc1ccc([N+](=O)[O-])cc1 | 2 | 2 | -1.7 | -3 | 0 | -8 | 31* | -1 | 112 | -5.8
48 | c1ccc(N=P(c2nc3ccccc3o2)(N2CCOCC2)N2CCOCC2)cc1 | 4 | 3 | -3.1 | -9 | -8 | 10 | 6 | nt | 107 | -1.0
49 | COc1ccc(S(=O)(=O)N(CC(=O)NCc2ccco2)c2ccccc2OC)cc1 | 29 | -5 | 2.3 | -15 | 1 | -1 | 8 | 0 | 94 | -1.2
50 | Cc1ccc(CNC(=O)C2CCCN(C(=O)N(C)C)C2)cc1 (centres undefined) | 32 | 1 | 0.4 | -3 | -3 | -5 | 6 | nt | 101 | -1.2
51 | CCOc1ccc(C2C(C(=O)/C=C/c3ccco3)=C(O)C(=O)N2CCN2CCOCC2)cc1OC (centres undefined) | -3 | 5 | 1.3 | -4 | 3 | -4 | 5 | 1 | 116 | -1.1
52 | CC(C)C(=O)N(Nc1nc2ccccc2s1)C(=O)C(C)C | -30 | -3 | 0.0 | -10 | 0 | 1 | 8 | 3 | 102 | -1.4
53 | COc1ccc(CSCCN)cc1Cl | -4 | 0 | -1.2 | -4 | 1 | -4 | -1 | 2 | 110 | 0.2
54 | Cc1nc2nc(-c3ccccc3)nn2c(C)c1C | -1 | -1 | -0.2 | -1 | -2 | -3 | 14 | 3 | 96 | -2.8
55 | Cc1ccc(S(=O)(=O)N2CC(O)CC2C(=O)Nc2ccc3c(c2)CCC3)cc1 (centres undefined) | -1 | 6 | -0.2 | -1 | -2 | 0 | 10 | nt | 107 | -1.8
56 | Cc1ccc(CN2CCSc3ccc(C(=O)NCc4ccco4)cc32)cc1 | 27 | -1 | -0.7 | -1 | -1 | 5 | 4 | -5 | 96 | -0.7
57 | CC(C)CN1C(=O)c2ccc(C(=O)NCc3ccc4c(c3)OCO4)cc2C1=O | 27 | -3 | -0.4 | -19 | -4 | 2 | 6 | -3 | 100 | -1.0
58 | CSCCC(NC(=O)c1cccc(C)c1)C(=O)NCc1cccs1 (centres undefined) | 30 | -3 | 0.8 | 4 | -1 | 1 | 13 | -3 | 93 | -3.2
59 | Cc1ccc(/C=C/C(=O)OCC(=O)NC(=O)NCc2ccccc2)cc1 | -16 | 2 | 0.8 | -8 | -2 | -1 | -10 | -2 | 101 | 2.7

Source: PubChem BioAssay
